Screening results as filed in PubChem BioAssay.
PP5 primary = inhibitors of human protein phosphatase 5 (PP5); P53041; inhibition, % at 6.7 µM; 320,000 tested, 0.18% active; purified PP5c, OMFP substrate fluorescence;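 active means inhibition above the campaign's mean inhibition across all tested compounds plus 3 SD, cut at about 9.5% in these data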;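 further: 0% = DMSO only and 100% = 100 µM cantharidin control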
Target sequence (P53041 whole entry, looked up): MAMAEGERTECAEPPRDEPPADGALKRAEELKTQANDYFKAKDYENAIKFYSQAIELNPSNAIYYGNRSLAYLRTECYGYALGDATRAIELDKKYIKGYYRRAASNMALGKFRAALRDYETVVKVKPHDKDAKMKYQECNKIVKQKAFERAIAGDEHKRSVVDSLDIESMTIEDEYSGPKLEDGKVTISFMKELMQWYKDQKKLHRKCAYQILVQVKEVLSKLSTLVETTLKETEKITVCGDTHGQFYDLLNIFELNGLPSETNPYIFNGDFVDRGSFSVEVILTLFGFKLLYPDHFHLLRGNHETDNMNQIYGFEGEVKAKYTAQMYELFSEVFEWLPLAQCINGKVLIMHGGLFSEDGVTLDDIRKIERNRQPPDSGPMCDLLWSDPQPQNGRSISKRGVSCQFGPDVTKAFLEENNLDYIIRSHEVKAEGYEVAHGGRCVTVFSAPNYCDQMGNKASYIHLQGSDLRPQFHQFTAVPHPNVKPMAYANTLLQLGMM
HCV core dimer = blocks dimerization of HCV core protein; AID 1899; inhibition, % at 5 µM; 300,000 tested, 0.33% active; TR-FRET GST/Flag-core106 dimerization, 1536-well;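 active means inhibition above the mean of all tested compounds plus 3 SD, set per screening campaign, cut at about 45% in these data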
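Assay system: tagged HCV core106 pair (GST and Flag); medium: KF-containing HEPES buffer, pH 7.45, DTT, CHAPS, BSA; also added: Eu donor and XL665 acceptor anti-tag antibodies; dosing: 5 µM single dose; timing: compound-protein-antibody incubation 4 h at 22.5 °C; signal: TR-FRET 671 and 617 nm emission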
PP1 counter = PP1-alpha (human) inhibition in PP5 counter-screen; P62136; purified PP1alpha, OMFP fluorescence; 320,000 tested, 0.9% active; AID 2235; inhibition, % at 6.7 µM;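 active means inhibition above the mean inhibition of all tested compounds plus 3 SD, computed separately for each screening campaign, cut at about 15% in these data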
Target sequence (P62136 whole entry, looked up): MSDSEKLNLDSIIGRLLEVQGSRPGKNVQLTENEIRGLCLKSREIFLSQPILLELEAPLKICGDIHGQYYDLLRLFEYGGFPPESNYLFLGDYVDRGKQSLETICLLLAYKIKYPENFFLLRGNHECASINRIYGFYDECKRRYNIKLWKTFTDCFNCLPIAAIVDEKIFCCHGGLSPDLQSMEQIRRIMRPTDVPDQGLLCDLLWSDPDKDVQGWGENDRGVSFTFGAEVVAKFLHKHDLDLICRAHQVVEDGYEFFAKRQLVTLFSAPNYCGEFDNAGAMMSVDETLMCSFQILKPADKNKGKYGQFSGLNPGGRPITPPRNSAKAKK
AHR act = activates the human aryl hydrocarbon receptor; P35869; AHR-responsive luciferase reporter cells, luminescence; activation, % at 5 µM; 320,000 tested, 2.5% active; AID 2796; in the data active means activation above about 47%;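 further: 0% = vehicle wells and 100% = reference agonist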
TPT1 inhibitor = inhibitors of Candida albicans tRNA 2'-phosphotransferase TPT1. 300,000 tested, 0.81% active. recombinant caTPT1, FP RNA substrate dephosphorylation. inhibition, % at 5 µM. AID 1962;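 active means inhibition above the mean of all tested compounds plus 3 SD, set per screening campaign, cut at about 24% in these data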;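 further: plate controls were DMSO alone for no effect and ferristatin control at 100 nM for full effect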
procasp3 activ = activates human procaspase-3; activation, % at 8.5 µM; P42574; recombinant procaspase-3 D3A, Ac-DEVD-pNA absorbance 405 nm; AID 463141; 330,000 tested, 0.11% active;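 active means activation above the mean of all tested compounds plus 3 SD, cut at about 21% in these data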;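 further: 0% = DMSO alone and 100% = DMSO wells spiked with extra 5 µM PC-3 D3A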
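Assay system: Procaspase-3 D3A mutant, all three cleavage aspartates alanine. Buffer or medium: Zinc-free HEPES saline buffer with Triton X-100. Times: 1 h compound preincubation, 2 h substrate hydrolysis at 25 °C. Measured by: 405 nm absorbance of p-nitroaniline, reads at 0 and 120 min. Read-out basis: percent activation relative to control range. Replicates: singlicate.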
PAFAH2 FP inh = PAFAH2 (human) inhibition | Q99487 | recombinant PAFAH2, FP-rhodamine activity probe, fluorescence polarization | inhibition, % at 3.39 µM | 340,000 tested, 0.99% active | AID 492956;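 active means inhibition above the mean over all tested compounds plus 3 SD, cut at about 30% in these data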;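 further: inhibitors block probe labeling of enzyme so polarization drops; 0% = enzyme with DMSO and 100% = wells lacking PAFAH2 protein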
Fh CTSL1 inh = blocks F. hepatica cathepsin L1 in PFM18AAP counter-screen; 300,000 tested, 0.49% active; recombinant F. hepatica cathepsin L1, Z-Leu-Arg-MCA fluorescence; AID 1906; inhibition, % at 5.96 µM;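 active means inhibition above the mean of all tested compounds plus 3 SD, set per screening campaign, cut at about 17% in these data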;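 further: 0% = plate median of test compound wells and 100% = 1 µM Z-Phe-Ala-diazomethylketone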
procasp7 counter = counter-screen: procaspase-7 (human) activation; P55210; recombinant procaspase-7, Ac-DEVD-pNA absorbance 405 nm; D23A/D198A/D206A triple mutant, cannot self-cleave; scale: DMSO 0, 5 µM enzyme 100; activation, % at 8.5 µM; 330,000 tested, 0.093% active;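 active means percent activation above the screen-wide mean plus 3 SD, cut at about 25% in these data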
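Assay system: Uncleavable procaspase-7 mutant enzyme; Input: 2 µM procaspase-7 mutant as dispensed; Also added: DEVD-pNA substrate; Medium: Zinc-free HEPES pH 7.4 with 300 mM NaCl, 0.01% Triton X-100; Timing: 1 h compound preincubation, 2 h substrate cleavage, 25 °C; Measured by: Epi-absorbance of released pNA at 405 nm, two timepoints.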
* hit, by the source's call; x = not tested or not shown. Rows are unselected; any-hit rate near 5.6%.

molecule | PP5 primary | HCV core dimer | PP1 counter | AHR act | TPT1 inhibitor | procasp3 activ | PAFAH2 FP inh | Fh CTSL1 inh | procasp7 counter
O=C1CCc2cc(S(=O)(=O)NCCC(=O)NC3CCN(Cc4ccccc4)CC3)ccc2N1 | 1.0 | 3 | 0 | 2 | -3 | 7 | -12 | -1 | 12
C=CCn1c(-c2cccc(OC)c2)nc2nc3ccccc3nc21 | -1.4 | 7 | 0 | 10 | -2 | 4 | -2 | 4 | 2
O=C(CN1C(=O)NC2(CCOc3ccccc32)C1=O)NCc1ccccc1 (stereo not drawn) | x | x | x | 7 | x | 4 | -1 | x | 9
CSc1nccc(Oc2cncc(Cl)c2)n1 | 2.7 | -6 | 0 | 0 | -1 | -2 | -2 | -2 | 3
O=C(/C=C/c1ccco1)OCc1nnc(-c2ccc(Cl)cc2)o1 | -2.0 | 12 | 3 | -1 | 4 | 3 | 67* | -1 | -6
CCOC(=O)c1[nH]c(CSc2nnc(-c3ccncc3)n2CCOC)c(C(=O)OCC)c1C | 2.9 | 1 | 3 | 3 | 1 | -4 | 4 | 0 | 2
O=S(=O)(Nc1ncn[nH]1)c1ccc2ccccc2c1 | 3.1 | 1 | -4 | 3 | -3 | 2 | -1 | -3 | -1
CC(=O)Nc1ccc(Nc2nc(Cl)nc(Nc3ccc(NC(C)=O)cc3)n2)cc1 | 0.5 | 2 | 0 | 1 | -3 | 3 | 2 | -1 | 1
O=C(c1ccc(Br)cc1)C1CCc2occc2C1=O (stereo not drawn) | -0.4 | -5 | 1 | 2 | 6 | -5 | -2 | -1 | -6
Cn1cc(CCNC(=O)CC2C(=O)NCCN2CC(c2ccccc2)c2ccccc2)cn1 (stereo not drawn) | -0.3 | -5 | 0 | 5 | -5 | 5 | 9 | -2 | 0
COc1ccc(/C=C2\C(=O)NC(=S)N2C(=O)c2ccc(C)cc2)cc1 | 0.3 | 19 | 16* | 15 | 49* | -17 | -12 | 2 | -21
COc1ccccc1CNC(=O)C1CCN(c2nc3ccccc3o2)CC1 | 2.3 | 3 | -1 | 5 | -2 | 7 | -2 | 1 | 3
CS(=O)(=O)N1CCC(Oc2ccccc2C(=O)N2CCC[C@H]2CO)CC1 | -1.5 | 9 | 0 | -3 | 0 | 7 | 0 | 5 | 3
CC(C)OP(=O)(OC(C)C)C1(O)C(=O)Nc2ccccc21 (stereo not drawn) | 0.6 | -6 | -2 | 0 | -2 | 0 | -6 | -2 | 9
c1ccc(-n2nnnc2SCc2cccc3nsnc23)cc1 | -0.1 | 6 | 1 | 7 | 1 | 13 | 5 | 4 | 0
CCc1n[nH]c(=S)n1/N=C/c1ccc2c(c1)OCO2 | -0.7 | 3 | 0 | 17 | 2 | -3 | 3 | 0 | 1
COCCNC(=O)c1c(N)n(-c2ccccc2)c2nc3ccccc3nc12 | 0.3 | 0 | 9 | 16 | 2 | -1 | 13 | -2 | -8
Cc1ccc(CNCc2cccnc2)cc1 | 1.0 | -2 | 4 | 0 | -3 | -1 | 2 | -1 | 5
CC1(C)O[C@@H]2[C@H](O1)[C@@H](CO)O[C@H]2n1cc(Br)c(=O)[nH]c1=O | x | x | x | -1 | x | 1 | -3 | x | -1
COc1ccc(NC(=O)C2CC(=O)N(Cc3ccc(C)cc3)C2)cc1S(=O)(=O)N1CCCCC1 (stereo not drawn) | 1.3 | 6 | 2 | 4 | 0 | -8 | -9 | 2 | 0
C/C(=N\NC(=O)CCn1nnc2ccccc21)c1cccs1 | 0.1 | -6 | -4 | 3 | -5 | -2 | 6 | 2 | 4
CC(C)C[C@H](CO)Nc1nc(N(C)c2cccc(Cl)c2)c2ncn(C(C)C)c2n1 | 3.3 | 8 | -7 | 15 | -3 | -1 | 12 | 2 | 12
CCNC(=O)O/N=C(\C)c1sc(-c2ccc(Cl)cc2)nc1C | 0.4 | 6 | 0 | 135* | 1 | 5 | 6 | -1 | 2
CCCCn1c(=N)n(CC(O)COc2cccc(C)c2)c2ccccc21 (stereo not drawn) | 0.6 | -2 | -2 | 8 | 2 | -6 | -4 | -3 | 4
CC(NC(=O)C(=O)NCCC1=CCCCC1)c1ccccc1 (stereo not drawn) | 2.5 | 9 | -1 | 0 | -1 | 0 | -3 | 2 | -5
COc1cccc(CN2CC(C(=O)N(C)Cc3ccc(C)cc3)CCC2=O)c1 (stereo not drawn) | 1.8 | 7 | -3 | 0 | 0 | 7 | 2 | 0 | -4
CCCOC(=O)C1C2C=CC3(CN(c4cccc(Cl)c4)C(=O)C13)O2 (stereo not drawn) | -1.4 | -2 | -2 | 0 | 0 | 1 | 1 | 7 | 12
Cc1occc1C(=O)N/N=C/c1ccc(N(C)C)cc1 | 2.0 | -23 | -5 | 11 | 2 | -3 | 3 | 3 | 2
CCCCC1(COC(=O)CCC(=O)O)C(=O)N(c2ccccc2)N(c2ccccc2)C1=O | -2.7 | 4 | -2 | -2 | -2 | 1 | 10 | 0 | 5
O=C1OCCC1Sc1ncnc2sc3c(c12)CCC3 (stereo not drawn) | 0.8 | -2 | -2 | 6 | 2 | -1 | 6 | 5 | 0
COc1ccc(CCNC(=O)c2ccccc2NC(=O)C2=C(C)OCCS2)cc1OC | 2.8 | -19 | 0 | 5 | -2 | 9 | -11 | -2 | 9
COc1cc(Br)cc(CNc2ccc(F)c([N+](=O)[O-])c2)c1O | 3.9 | 5 | 1 | 6 | -4 | 0 | 9 | -7 | 11
CCOc1ccccc1C(=O)N[C@H](C(=O)OCc1cc(=O)oc2cc(C)ccc12)C(C)C | 5.1 | 10 | 0 | 3 | 1 | -2 | -4 | -3 | 8
O=C(CC1COc2ccccc2O1)NC1CCCCC1 (stereo not drawn) | -0.8 | -4 | -4 | 1 | -1 | -2 | 4 | -3 | 7
COc1ccc(/C=C2\CCn3c2nc2cc(C(=O)O)ccc2c3=O)cc1 | 1.7 | -3 | 0 | 0 | 0 | 4 | 2 | 2 | 2
CCc1nc(SCC(=O)Nc2nnc(CC(C)C)s2)n[nH]1 | 4.8 | -1 | -3 | -1 | -3 | 4 | 1 | 0 | 4
CCN(CC)CCCNC(=O)c1ccc(CS(=O)(=O)c2ccccc2OC)o1 | 2.8 | -14 | 5 | 3 | -7 | 1 | -6 | -3 | -5
CC(=O)OCc1ccccc1Sc1ccccc1C(=O)NCc1ccccc1 | 0.4 | 2 | 0 | 2 | -2 | 1 | 4 | -8 | 7
COC(=O)c1sccc1NC(=O)c1ccc(C)o1 | -1.0 | 0 | -3 | 1 | 2 | 7 | 2 | 14 | 3
CCCN1C(=O)/C(=C\C=C2/Sc3ccccc3N2CCO)SC1=S | 3.9 | -9 | -3 | 0 | 64* | -25 | -35 | -2 | -28
O=C(Nc1ccccc1N1CCN(C(=O)c2ccc(Cl)cc2)CC1)c1cccnc1 | -0.3 | 2 | 1 | 3 | -3 | -11 | -6 | -2 | 14
S=C1NNC2(CC3CC2C2CCCC32)NN1 (stereo not drawn) | 0.8 | 2 | 1 | 1 | 3 | -18 | 5 | 2 | -19
Cc1ccc(NC(=O)Cc2nc(CCl)cs2)cc1 | -2.6 | 6 | -3 | 28 | 5 | 3 | 23 | -1 | -5
OCCN(Cc1ccccc1)Cc1ccc(Cl)cc1Cl | 6.0 | 2 | -1 | -1 | 1 | -1 | 0 | 0 | -4
Cn1c(Cc2nc(-c3cnccn3)no2)nnc1SCC(=O)Nc1ccccc1 | -0.1 | -6 | 0 | -3 | -2 | 4 | -4 | -2 | 2
COc1ccc(C(C(=O)NCC2CCCO2)N(C(=O)CNC(=O)c2cccs2)c2ccccc2C)cc1OC (stereo not drawn) | 2.5 | 2 | 0 | 1 | 3 | -5 | 0 | -2 | -4
Oc1ccc(C2CNCc3sccc32)cc1O (stereo not drawn) | -0.7 | 4 | -2 | -1 | -2 | -21 | -1 | 6 | -25
CC(Cc1ccccc1)NC(=O)c1cc([N+](=O)[O-])ccc1Cl (stereo not drawn) | 0.5 | -6 | -3 | -3 | -1 | -4 | 3 | 1 | 3
COC(=O)CNC(=O)c1ccc(C)s1 | -1.9 | -1 | -1 | 2 | -3 | 0 | -9 | -3 | -2
CN1CCC(C2(O)c3ccccc3CSc3sccc32)CC1 (stereo not drawn) | -4.4 | -3 | 4 | 0 | 1 | 2 | 2 | -1 | -1

Entries listed above that bear a hit mark in TPT1 inhibitor:
smiles	PP5 primary	HCV core dimer	AHR act	TPT1 inhibitor	procasp3 activ	PAFAH2 FP inh
COc1ccc(/C=C2\C(=O)NC(=S)N2C(=O)c2ccc(C)cc2)cc1	0.3	19	15	49*	-17	-12
CCCN1C(=O)/C(=C\C=C2/Sc3ccccc3N2CCO)SC1=S	3.9	-9	0	64*	-25	-35

Additional structures follow:
molecule | PP5 primary | HCV core dimer | PP1 counter | AHR act | TPT1 inhibitor | procasp3 activ | PAFAH2 FP inh | Fh CTSL1 inh | procasp7 counter
c1ccc(-c2ccc(SCc3cccnc3)nn2)nc1 | -1.2 | -3 | 3 | 25 | -4 | 1 | -6 | 0 | 0
Cc1cc(C(=O)OCC(=O)Nc2ccccc2[N+](=O)[O-])c2ccccc2n1 | -1.0 | -1 | 8 | 18 | -2 | -2 | 5 | -3 | 3
C=CCNC(=O)c1ccccc1NC(=O)Cc1ccccc1[N+](=O)[O-] | -2.6 | -8 | 0 | 2 | -1 | 0 | 7 | 1 | -2
COc1ccc(N(CC(=O)N/N=C/c2ccco2)S(=O)(=O)c2ccccc2)cc1 | -0.4 | 20 | -4 | -3 | 1 | 0 | 15 | 3 | 0
O=c1[nH]ncc(N/N=C\c2ccncc2)c1Cl | 3.2 | -9 | -1 | 41 | 1 | 4 | -6 | 2 | 6
CNC(=O)CN(c1cc(C)ccc1OC)S(=O)(=O)c1ccc(C)cc1 | -2.2 | 1 | -4 | 1 | -3 | 2 | 2 | -1 | -1
COc1cc(OC)cc(C(=O)Nc2ccc3nc4n(c(=O)c3c2)CCCCC4)c1 | -2.4 | 0 | -3 | 15 | 3 | 5 | -9 | 1 | 5
CN(C)CCCN(C(=O)c1ccco1)c1nc2c(F)cccc2s1 | 0.9 | 0 | 2 | 4 | -1 | 4 | 3 | 3 | 1
CC(Nc1cccc2ccccc12)C(=O)N/N=C/c1ccc([N+](=O)[O-])cc1 (stereo not drawn) | 2.5 | -1 | 3 | 24 | 1 | -8 | 5 | 4 | -7
C/C=C(\C)CN1CCN(c2ccccc2)CC1 | 0.4 | -3 | -2 | 0 | -2 | 2 | -6 | 0 | 0
O=C(c1cc(=O)c2ccccc2o1)N1CCCc2ccccc21 | 2.6 | 1 | 0 | 8 | 1 | 2 | 1 | -2 | 17
